All columns: NCI-60 one-dose screen, growth in % after 48 h at 10 µM unless noted; 100 = growth as untreated, 0 = no growth, -100 = all killed.
A498: A498 renal cancer cells | 5.4% of 76,000 active
CAKI-1: CAKI-1 renal cancer | 4.7% of 75,000 active
SF-539: SF-539 CNS cancer; 6.8% of 81,000 active
RXF 393: RXF 393 renal cancer cells | 6.9% of 77,000 active | AID 1794773
ACHN: ACHN renal cancer; 4.9% of 81,000 active
SF-268: SF-268 CNS cancer cells; 3.1% of 82,000 active
SNB-19: SNB-19 CNS cancer cells | 2.5% of 81,000 active
SNB-75: SNB-75 CNS cancer; 5% of 79,000 active; AID 1794750
Active calls of the source: *; & = joins results of further samples; [ ] = remark or other dose. Rule for the calls: active = growth percent below 10; inactive = the rest.

How did CCC(C)NCCCCCNc1cc(OC)cc2cccnc12 (centres undefined) do in these assays?
A498: 87.6; CAKI-1: 99.2; SF-539: 96.9; RXF 393: 95.8; ACHN: 95.2; SF-268: 103.7; SNB-19: 101.8; SNB-75: 67.4

How did O=C(CCCCC(=O)Oc1c(Cl)cc(Cl)cc1[N+](=O)[O-])Oc1c(Cl)cc(Cl)cc1[N+](=O)[O-] do in these assays?
A498: 114.2; SF-539: 100.2; RXF 393: 120.2; ACHN: 105.2; SF-268: 96.3; SNB-19: 105.1; SNB-75: 93.9

Results for CC1(C)CC[C@]2(C#N)CC[C@]3(C)C(=CC[C@@H]4[C@@]5(C)CCC(=O)NC(C)(C)[C@@H]5CC[C@]43C)[C@@H]2C1 ?
A498: 99.3; CAKI-1: 85.2; SF-539: 99.9; RXF 393: 118.7; ACHN: 100.4; SF-268: 108.0; SNB-19: 95.4; SNB-75: 107.0

How did CN(C)c1ccc(-c2ccc(-c3ccc(C(=N)N)cn3)o2)cc1 do in these assays?
A498: -9.8*; CAKI-1: -72.5*; SF-539: -87.4*; RXF 393: -81.0*; ACHN: -83.5*; SF-268: -49.2*; SNB-19: 12.7; SNB-75: -85.6*

What do the screens show for `O=c1[nH]c(CN2CCCCC2)ccc1O`?
A498: 101.0; CAKI-1: 109.4; SF-539: 96.0; RXF 393: 119.6; ACHN: 95.2; SF-268: 101.8; SNB-19: 95.3; SNB-75: 78.8

Results for COc1ccc(C(=O)n2c(C)ccc2C)cc1 ?
A498: 119.2; CAKI-1: 99.6; SF-539: 111.5; RXF 393: 114.3; ACHN: 102.0; SF-268: 103.2; SNB-19: 117.1; SNB-75: 90.4

What do the screens show for `COC(=O)c1cc(=O)nc(NN=C(C)C)s1`?
A498: 105.5; CAKI-1: 108.6; SF-539: 109.8; RXF 393: 113.6; ACHN: 119.1; SF-268: 105.4; SNB-19: 112.5; SNB-75: 100.1

What do the screens show for `Cc1cccc(N2C(=O)CC(c3ccc4c(c3)OCO4)C3=C2COC3=O)c1` (centres undefined)?
A498: 78.6; CAKI-1: 93.3; SF-539: 105.4; RXF 393: 97.7; ACHN: 101.4; SF-268: 105.8; SNB-19: 98.2; SNB-75: 115.9

How did c1ccc(Nc2ncnc3onc(-c4ccccc4)c23)cc1 do in these assays?
A498: 64.5; CAKI-1: 84.3; SF-539: 95.4; RXF 393: 94.4; ACHN: 87.7; SF-268: 97.2; SNB-19: 91.9; SNB-75: 77.9

What do the screens show for `CC1(C)C=CC[C@]2(C)[C@H]3CC[C@@H]4[C@H]5[C@H](C(=O)/C=C/c6cccnc6)CC[C@]5(CO)CC[C@@]4(C)[C@]3(C)CC[C@@H]12`?
A498: -78.8*; CAKI-1: -75.5*; SF-539: -96.2*; RXF 393: -86.7*; ACHN: -100.0*; SF-268: -57.6*; SNB-19: -90.4*; SNB-75: -89.8*

What do the screens show for `O=c1[nH]c2ccccc2s1`?
A498: 112.0&104.8&95.7; CAKI-1: 91.2&88.5&99.5; SF-539: 85.2&97.3&99.7; RXF 393: 120.3&122.6&107.8; ACHN: 93.1&102.1&106.0; SF-268: 99.4&100.4&104.5; SNB-19: 95.7&110.0&105.1; SNB-75: 83.0&83.9&94.8

Results for CC[N+](CC)=c1sc2c(s1)C(c1ccc(Cl)cc1)Oc1ccc(Cl)cc1-2 (centres undefined) ?
A498: 28.6; SF-539: -22.1*; RXF 393: 10.7; ACHN: 88.5; SF-268: 24.0; SNB-19: 12.0; SNB-75: 4.4*

How did CC1=NN(C(=O)c2cc(Cl)cc([N+](=O)[O-])c2)C(=O)C1N=Nc1ccccc1C(=O)O (centres undefined) do in these assays?
A498: 79.7; CAKI-1: 96.5; SF-539: 96.5; RXF 393: 106.0; ACHN: 98.8; SF-268: 97.6; SNB-19: 107.0; SNB-75: 90.0

How did Cc1cccc(-c2nc(Nc3ccc4ncsc4c3)c3ccccc3n2)n1 do in these assays?
A498: 83.6; CAKI-1: 104.7; SF-539: 98.1; RXF 393: 78.8; ACHN: 91.9; SF-268: 98.0; SNB-19: 101.6; SNB-75: 104.8

What do the screens show for `COc1ccc2cc(C(C)NC(=O)Nc3ccc(S(=O)(=O)Nc4ccccn4)cc3)ccc2c1` (centres undefined)?
A498: 114.8; CAKI-1: 85.3; SF-539: 92.7; RXF 393: 42.5; ACHN: 103.7; SF-268: 83.3; SNB-19: 93.9; SNB-75: 80.4

Results for C=CCN1C=CC(=O)[C@H](O[Si](C)(C)C(C)(C)C)[C@@H]1/C=C/c1ccccc1 ?
A498: -88.8*[100 µM]; CAKI-1: -72.5*[100 µM]; SF-539: -82.7*[100 µM]; RXF 393: -45.5*[100 µM]; ACHN: -73.1*[100 µM]; SF-268: -58.2*[100 µM]; SNB-19: -92.0*[100 µM]; SNB-75: -87.9*[100 µM]

What do the screens show for `CCN(CC)CCOc1ccc(Nc2ncc3cc(-c4c(Cl)cccc4Cl)c(=O)n(CCOC)c3n2)cc1`?
A498: -75.9*; CAKI-1: 3.0*; SF-539: -75.7*; RXF 393: -64.4*; ACHN: 5.7*; SF-268: -9.7*; SNB-19: 18.4; SNB-75: -39.9*

Results for Cc1cc(=O)oc2cc(OCCCCOc3ccc(/C=C/C(=O)Nc4cccc(Cl)c4)cc3)ccc12 ?
A498: 80.7; CAKI-1: 73.2; SF-539: 72.6; ACHN: 81.4; SF-268: 61.4; SNB-19: 74.7; SNB-75: 87.7

How did N#Cc1c(-c2cccc(Cl)c2)cc(-c2cccc(F)c2)[nH]c1=O do in these assays?
A498: 59.4; CAKI-1: 89.6; SF-539: 94.3; RXF 393: 88.7; ACHN: 90.3; SF-268: 95.6; SNB-19: 91.1; SNB-75: 85.8

How did C=CCn1c(SCC(=O)Nc2ccc(C(=O)/C=C/c3ccc(OC)cc3)cc2)nnc1-c1cc(-c2ccc(S(C)(=O)=O)cc2)nc2ccccc12 do in these assays?
A498: 103.9; CAKI-1: 66.3; SF-539: 95.3; RXF 393: 86.0; ACHN: 92.5; SF-268: 94.2; SNB-19: 95.7; SNB-75: 76.5

Among those listed so far, these contain an aryl methoxy group.
How did CCC(C)NCCCCCNc1cc(OC)cc2cccnc12 (centres undefined) do in these assays?
A498: 87.6; CAKI-1: 99.2; SF-539: 96.9; RXF 393: 95.8; ACHN: 95.2; SF-268: 103.7; SNB-19: 101.8; SNB-75: 67.4

Results for COc1ccc(C(=O)n2c(C)ccc2C)cc1 ?
A498: 119.2; CAKI-1: 99.6; SF-539: 111.5; RXF 393: 114.3; ACHN: 102.0; SF-268: 103.2; SNB-19: 117.1; SNB-75: 90.4

What do the screens show for `COc1ccc2cc(C(C)NC(=O)Nc3ccc(S(=O)(=O)Nc4ccccn4)cc3)ccc2c1` (centres undefined)?
A498: 114.8; CAKI-1: 85.3; SF-539: 92.7; RXF 393: 42.5; ACHN: 103.7; SF-268: 83.3; SNB-19: 93.9; SNB-75: 80.4

How did C=CCn1c(SCC(=O)Nc2ccc(C(=O)/C=C/c3ccc(OC)cc3)cc2)nnc1-c1cc(-c2ccc(S(C)(=O)=O)cc2)nc2ccccc12 do in these assays?
A498: 103.9; CAKI-1: 66.3; SF-539: 95.3; RXF 393: 86.0; ACHN: 92.5; SF-268: 94.2; SNB-19: 95.7; SNB-75: 76.5

Returning to the listing; the two compounds before the break are reprinted first.
How did N#Cc1c(-c2cccc(Cl)c2)cc(-c2cccc(F)c2)[nH]c1=O do in these assays?
A498: 59.4; CAKI-1: 89.6; SF-539: 94.3; RXF 393: 88.7; ACHN: 90.3; SF-268: 95.6; SNB-19: 91.1; SNB-75: 85.8

How did C=CCn1c(SCC(=O)Nc2ccc(C(=O)/C=C/c3ccc(OC)cc3)cc2)nnc1-c1cc(-c2ccc(S(C)(=O)=O)cc2)nc2ccccc12 do in these assays?
A498: 103.9; CAKI-1: 66.3; SF-539: 95.3; RXF 393: 86.0; ACHN: 92.5; SF-268: 94.2; SNB-19: 95.7; SNB-75: 76.5

Results for COC(=O)C1[C@H]2C[C@H]3c4[nH]c5ccccc5c4CCN3C[C@@H]2CC[C@@H]1O (some centres undefined) ?
A498: 99.8; CAKI-1: 87.5; SF-539: 102.8; RXF 393: 98.3; SF-268: 101.2; SNB-19: 110.9; SNB-75: 96.4

How did CC(C)COC(=O)NC(C(=O)N(C(=O)NC1CCCCC1)C1CCCCC1)C(C)C (centres undefined) do in these assays?
A498: 77.9; SF-539: 98.4; RXF 393: 80.0; ACHN: 95.5; SF-268: 93.2; SNB-19: 95.8; SNB-75: 94.6

Results for COc1ccc(-c2nsc3c2NC(=O)CC3c2ccc(F)cc2)cc1 (centres undefined) ?
A498: 53.8; CAKI-1: 24.3; SF-539: 43.9; RXF 393: 62.9; ACHN: 47.1; SF-268: 63.4; SNB-19: 72.5; SNB-75: 63.5

How did CC(=N\NC(N)=S)/C(=N/NC(N)=S)c1ccccc1 do in these assays?
A498: 91.4; CAKI-1: 74.3; SF-539: 91.0; RXF 393: 89.6; ACHN: 85.0; SF-268: 108.8; SNB-19: 106.1; SNB-75: 81.7

How did Cc1ccc(-c2cc(CS(=O)(=O)N3CC=CC3)on2)cc1 do in these assays?
A498: 96.7; CAKI-1: 100.4; SF-539: 106.5; RXF 393: 116.6; ACHN: 109.2; SF-268: 104.6; SNB-19: 100.9; SNB-75: 109.7

Results for COc1ccc(C(=O)Nc2nc(-c3ccc(C)cc3)cs2)cc1 ?
A498: 100.1; CAKI-1: 90.7; SF-539: 103.9; RXF 393: 101.6; ACHN: 98.0; SF-268: 112.7; SNB-19: 105.8; SNB-75: 106.9

What do the screens show for `O=[N+]([O-])c1cc(-c2nnc(Cn3c(COc4cccc5ccccc45)nc4ccccc43)o2)cc([N+](=O)[O-])c1`?
A498: 92.4; CAKI-1: 89.6; SF-539: 101.6; RXF 393: 103.0; ACHN: 93.8; SF-268: 83.5; SNB-19: 97.2; SNB-75: 93.8

Results for Cn1c(=O)c2[nH]c(SCC(=O)c3ccc([N+](=O)[O-])cc3)nc2n(C)c1=O ?
A498: 94.5; CAKI-1: 92.3; SF-539: 109.0; ACHN: 105.6; SF-268: 101.8; SNB-19: 105.5; SNB-75: 101.9

How did CCOC(=O)C(CCc1ccccc1[N+](=O)[O-])C(=O)OCC do in these assays?
A498: 34.9; CAKI-1: 94.3; SF-539: 89.0; RXF 393: 104.9; ACHN: 109.0; SF-268: 100.4; SNB-19: 106.1; SNB-75: 78.4

Results for CCCCCNC(=O)COc1ccc(CCN2CCn3c(nc4c3c(=O)n(C)c(=O)n4C)C2)cc1 ?
A498: 69.8; CAKI-1: 97.2; SF-539: 101.5; RXF 393: 111.8; ACHN: 98.7; SF-268: 100.5; SNB-19: 102.9; SNB-75: 20.2

What do the screens show for `COc1ccc(NC(=S)Nc2nc3c(=O)[nH]nc(-c4ccc(Br)cc4)c3s2)cc1`?
A498: 83.7; SF-539: 97.9; RXF 393: 107.0; ACHN: 107.2; SF-268: 97.5; SNB-19: 113.0; SNB-75: 76.8

What do the screens show for `Clc1ccc2c(NCCCN3CCN(c4nc(-n5ccnc5)nc5ccccc45)CC3)ccnc2c1`?
A498: 85.1; CAKI-1: 86.3; SF-539: -83.7*; RXF 393: 37.1; ACHN: 109.8; SF-268: 80.0; SNB-19: 99.5; SNB-75: 100.1

What do the screens show for `N#C/C(=C\c1ccc2c(c1)OCO2)C(=O)Nc1sc2c(c1C#N)CCCC2`?
A498: 99.9; CAKI-1: 91.2; SF-539: 103.2; RXF 393: 125.4; ACHN: 99.0; SF-268: 103.4; SNB-19: 101.1; SNB-75: 96.0

How did NC(=O)C[n+]1cc2ccccc2cn1 do in these assays?
A498: 81.4; CAKI-1: 86.7; SF-539: 106.9; RXF 393: 94.1; ACHN: 90.9; SF-268: 100.4; SNB-19: 93.6; SNB-75: 90.6

How did CCCCNC(=O)Oc1ccc(/C(=C(\C)c2ccccc2)c2ccc(OCCCN(C)C)cc2)cc1 do in these assays?
CAKI-1: 98.8; SF-539: 81.3; RXF 393: 74.0; ACHN: 100.7; SF-268: 82.5; SNB-19: 89.7; SNB-75: 89.4

What do the screens show for `COc1cnc2c(c1)C(=O)c1c-2n(CCCNC2=NCCS2)c(=O)c2cc(F)ccc12`?
A498: -52.4*; SF-539: -13.2*; RXF 393: 35.1; ACHN: 6.2*; SF-268: 23.2; SNB-19: 54.6; SNB-75: 33.1

Results for CCC(c1ccc(OC)cc1)C(CC)c1ccc(O)c(CN2CCCC2)c1 (centres undefined) ?
A498: -5.7*; CAKI-1: 32.6; SF-539: -18.9*; RXF 393: -31.1*; ACHN: 39.3; SF-268: 21.2; SNB-19: 40.6; SNB-75: 71.5

Results for CC1(C)COC(=S)N1 ?
A498: 120.6; CAKI-1: 95.7; SF-539: 106.6; RXF 393: 98.8; ACHN: 97.5; SF-268: 106.6; SNB-19: 107.0; SNB-75: 87.4

How did CCC/C=C(/C(C)=O)C(=O)OCC do in these assays?
A498: 131.8; CAKI-1: 127.7; SF-539: 116.7; ACHN: 103.3; SF-268: 84.5; SNB-19: 94.8; SNB-75: 89.2

How did CCCCCCCCCCP(=O)(O)CCCCCCCCCC do in these assays?
A498: 120.2; CAKI-1: 91.5; SF-539: 95.1; RXF 393: 110.4; ACHN: 108.8; SF-268: 103.3; SNB-75: 91.4

What do the screens show for `Cc1ccc(C(=O)/C(=C/c2ccc([N+](=O)[O-])cc2)S(=O)Cc2ccccc2)cc1` (centres undefined)?
A498: 41.0; SF-539: -43.5*; RXF 393: -81.6*; ACHN: -52.8*; SF-268: 35.8; SNB-19: 34.8; SNB-75: 43.4

Results for C=Cc1c(C)c2cc3[nH]c(cc4nc(cc5nc(cc1[nH]2)C(C)=C5CCC(=O)OCC)C(CCC(=O)OCC)=C4C)c(C)c3C=C ?
A498: 88.2; CAKI-1: 77.6; SF-539: 86.7; RXF 393: 91.8; ACHN: 85.9; SF-268: 94.0; SNB-19: 97.1; SNB-75: 84.9
